Source: PubChem BioAssay
PG9 binder = binders of HIV-1 gp120 antibody PG9, primary screen, biochemical, TR-FRET; TR-FRET gp120-PG9 antibody binding; hit rate 0.43% among 360,000; inhibition, % at 6.7 µM; HIV-1 gp120 / PG9 antibody interaction; in the data active = inhibition above about 8.5%
rCAG binder = binders of r(CAG) RNA repeats, primary screen, biochemical, fluorescence | r(CAG) RNA repeat, TO-PRO-1 dye displacement fluorescence | inhibition, % at 3 µM | hit rate 1.3% among 370,000;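 active = inhibition above the plate cutoff, the mean of all test compounds on that plate plus 3 SD, cut at about 35% in these data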;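 note: 0% = DMSO alone and 100% = 100 µM mitoxantrone as full dye displacement; higher means more dye released from RNA so lower well fluorescence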
ABHD4 inh = ABHD4 inhibitors, primary screen, biochemical, fluorescence polarization, mouse | purified mABHD4, FP-Rh probe fluorescence polarization | inhibition, % at 8.92 µM | hit rate 0.54% among 370,000 | AID 720543, 2013;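 active = inhibition exceeding the mean over every tested compound plus 3 SD, cut at about 30% in these data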;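 note: 0% = plate median of compound wells and 100% = S159A mutant with DMSO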
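Test system: mABHD4 protein | Buffer or medium: HEPES pH 7.0 buffer, 150 mM NaCl, 0.01% Pluronic F-127 | Probe or stimulus: FP-Rh fluorescent activity-based probe, added after compound pre-incubation | Timing: Pre-incubation 45 min, probe exposure 60 min, at 25 °C | Technique: Fluorescence polarization, excitation 525 nm, emission 598 nm, BODIPY TMR filters | Repeats: Single well per compound (singlicate)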
NPR1 activator = GC-A stimulated cGMP production enhancers – HEK293 GC-A cells, cGMP TR-FRET, EC30 ANP, primary screen | activation, % at 10 µM | AID 1671463, 2021 | 0% at EC30 ANP, 100% saturating ANP | Atrial natriuretic peptide receptor 1 (Homo sapiens), P16066 | hit rate 0.14% among 370,000; in the data active = activation above about 40%
GC-B act = human GC-B receptor activators, primary screen, HEK293 GC-B cells, cGMP TR-FRET, EC30 CNP. 0% at EC30 CNP, 100% saturating CNP. activation, % at 10 µM. hit rate 0.11% among 370,000. Atrial natriuretic peptide receptor 2 (Homo sapiens), P20594;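 active = activation at 10 µM reaching about 35% in either raw or pattern-adjusted values, limit read from the data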
HTRA1 inhibitor = HTRA1 serine protease inhibitors, primary screen, biochemical, fluorescence polarization, HTS; recombinant HTRA1, FP-rhodamine activity-based probe; inhibition, % at 5.96 µM; hit rate 0.5% among 340,000; in the data active = inhibition above about 36%;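 note: 0% = enzyme with DMSO and 100% = wells lacking enzyme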
NR1D1 modulator = modulators of Rev-erb alpha DNA binding, primary screen, biochemical, FITC-DNA, fluorescence polarization, uHTS; Nuclear receptor subfamily 1 group D member 1 (Homo sapiens), P20393; Rev-erbα–FITC-DNA binding, 90 min; activity, % at 10 µM; hit rate 0.79% among 370,000;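 active = activity above about 14%, limit read from the data; passing the limit was not always enough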;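 note: 0% = DMSO wells with 35 nM protein and 100% = DMSO wells with 750 nM protein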
Target sequence (P20393 whole entry, looked up): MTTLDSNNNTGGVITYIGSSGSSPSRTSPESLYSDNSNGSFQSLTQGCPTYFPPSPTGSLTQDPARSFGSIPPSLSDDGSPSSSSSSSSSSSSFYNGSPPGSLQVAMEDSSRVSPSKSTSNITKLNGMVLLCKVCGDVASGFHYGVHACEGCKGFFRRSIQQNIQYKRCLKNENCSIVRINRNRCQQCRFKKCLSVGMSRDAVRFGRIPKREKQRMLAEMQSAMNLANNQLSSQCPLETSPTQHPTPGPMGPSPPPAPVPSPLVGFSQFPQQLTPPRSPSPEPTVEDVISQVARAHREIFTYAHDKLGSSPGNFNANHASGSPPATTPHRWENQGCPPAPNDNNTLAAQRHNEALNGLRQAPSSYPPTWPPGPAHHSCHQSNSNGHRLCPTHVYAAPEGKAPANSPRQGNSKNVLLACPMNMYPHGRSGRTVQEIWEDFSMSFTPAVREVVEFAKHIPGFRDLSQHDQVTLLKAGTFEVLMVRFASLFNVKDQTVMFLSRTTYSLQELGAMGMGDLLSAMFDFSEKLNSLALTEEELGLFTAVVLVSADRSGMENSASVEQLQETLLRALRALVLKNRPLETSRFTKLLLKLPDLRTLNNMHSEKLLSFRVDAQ
ASAP1 GAP inh = inhibitors of human ASAP1 ArfGAP activity, primary screen, biochemical, fluorescence polarization | hit rate 0.19% among 360,000 | inhibition, % at 16.5 µM | ASAP1-stimulated ARF1 GTP hydrolysis, GDP FP detection; in the data active = inhibition above about 25%;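 note: 0% = vehicle with enzyme and substrate and 100% = no enzyme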
SMARCA2 activ = SMARCA2 (BRM) function activators, primary screen, cell-based, luminescence, high throughput | activation, % at 9.1 µM | MG213 cells, MMTV-luciferase reporter, dexamethasone, overnight | hit rate 1% among 370,000; in the data active = activation above about 7.8%;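 note: 0% = vehicle wells and 100% = reference activator wells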
ARFGAP1 inhibitor = inhibitors of rat ARFGAP1 GAP activity, primary screen, biochemical, fluorescence polarization, GDP tracer; ADP-ribosylation factor GTPase-activating protein 1 (Rattus norvegicus), Q62848; Arfgap1-stimulated ARF1 GTP hydrolysis, GDP FP detection; inhibition, % at 16.5 µM; hit rate 0.26% among 360,000;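 active = inhibition above a per-plate limit, mean inhibition of low control wells plus 3 SD, cut at about 25% in these data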;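 note: 0% = DMSO wells with enzyme and 100% = wells lacking Arfgap1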
Target sequence (Q62848 1-136 limits assumed): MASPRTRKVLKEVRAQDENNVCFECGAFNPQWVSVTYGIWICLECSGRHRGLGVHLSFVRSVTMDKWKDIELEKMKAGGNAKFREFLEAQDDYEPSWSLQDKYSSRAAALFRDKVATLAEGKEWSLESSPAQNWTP
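Material: rat Arfgap1 catalytic domain, aa 1-136; also added: human ARF1(Δ1-17)-GTP substrate; compound dosing: one concentration, 16.5 µM, DMSO 1.26%; incubation: GTP hydrolysis reaction 2 h at 25 °C; measured by: Tracer-displacement fluorescence polarization with EDTA stop, 620/688 nm; evaluation: % inhibition from polarization; repeats: one replicate per compound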
An asterisk follows results filed as active; . = not tested or not shown.

SMILES | PG9 binder | rCAG binder | ABHD4 inh | NPR1 activator | GC-B act | HTRA1 inhibitor | NR1D1 modulator | ASAP1 GAP inh | SMARCA2 activ | ARFGAP1 inhibitor
CCc1nc(C)cn1S(=O)(=O)c1cc(C)c(OC)cc1C | 2.3 | 1 | 2 | 1 | 2 | -1 | -2 | 8 | -2 | 7
O=C(NC1CCCc2ccccc21)C1CCN(C(=O)c2sccc2-n2cccc2)CC1 (stereo unspecified) | -0.9 | 4 | -2 | -4 | -4 | -7 | 0 | -1 | -1 | -6
CC(=O)NC(=S)Nc1ccccc1C(=O)NC1CCCCC1 | -1.6 | 0 | -7 | 2 | 3 | 6 | 0 | -5 | -2 | 1
CCOC(=O)Cc1n[nH]c(=O)c2ccccc12 | -3.5 | -3 | 0 | -4 | -3 | 1 | 1 | -9 | -2 | -4
COc1ccc(S(=O)(=O)NC(C)C(=O)NCc2ccccn2)cc1OC (stereo unspecified) | -0.2 | -2 | 5 | 1 | -2 | 6 | 0 | -17 | -3 | 7
COCCNC(=O)C1CCCN(C(=O)c2cc(C)n(C(C)(C)C)n2)CC1 (stereo unspecified) | 0.8 | 0 | 6 | 2 | 0 | . | -4 | -2 | -2 | -8
CCOC(=O)C1=C(CSc2nnnn2C)N(C)C(=O)NC1c1ccccc1 (stereo unspecified) | -2.2 | 2 | 0 | -3 | -2 | 4 | -2 | 8 | 1 | -3
CC(C)(C)S(=O)(=O)/C(C#N)=N/Nc1ccc(Cl)cc1 | -1.5 | 22 | 3 | 7 | 4 | 0 | -2 | -10 | -8 | -12
Cc1ccc(S(=O)(=O)N2C[C@H]3C(=O)C[C@@H](c4ccc(Cl)cc4)N(S(=O)(=O)c4ccc(C)cc4)[C@H]3C[C@H]2c2ccc(Cl)cc2)cc1 | -2.1 | 14 | -2 | 4 | 6 | . | 3 | 8 | 0 | 6
CCOC(=O)Nc1ccc2c(c1)N(C(=O)CN(C)C)c1ccccc1S2 | -0.2 | -2 | 1 | -6 | 1 | -1 | 1 | 2 | -2 | 6
CN1C(=S)SC(C)(C)C1(C)NO (stereo unspecified) | 0.3 | -1 | 1 | 0 | 4 | 3 | 4 | 4 | 1 | 0
O=C(CNc1ccccc1OC(F)F)N1CCc2ccccc21 | -3.3 | -1 | 0 | -4 | -4 | -2 | 1 | 5 | 3 | -5
O=C(Nn1c(Cc2cccs2)nc2ccccc2c1=O)c1cccs1 | 1.2 | 8 | 3 | 2 | -2 | -6 | 1 | 6 | -3 | -12
CCOC(=O)C1C(=O)NC(c2ccccc2)=NC1c1ccc(C(C)C)cc1 (stereo unspecified) | -0.9 | -6 | 1 | 1 | 4 | -5 | -3 | 2 | 5 | 10
Cc1oc(-c2cccs2)nc1CN1CC[C@@](O)(c2ccccc2)[C@H]2CCCC[C@@H]21 | -0.7 | -5 | 1 | 1 | 2 | -9 | 0 | 10 | -2 | -2
CC1=CC(C)[C@H](/C=N/n2c(=O)[nH]c3c([nH]c4ccc(Br)cc43)c2=O)C(C)C1 (stereo partly specified) | 0.8 | 0 | 1 | -2 | 3 | -7 | -6 | 1 | 3 | 4
COc1ccc(NC(=O)CCc2ccccc2)cc1NC(=O)c1ccco1 | 1.0 | 1 | -15 | -4 | 1 | 2 | -1 | 1 | -3 | 4
O=C(CC1SC(=O)N(c2ccccc2)C1=O)Nc1ccc(Br)cc1 (stereo unspecified) | -2.3 | 42* | -18 | 7 | 4 | . | -5 | 10 | 3 | 9
CC(OC(=O)c1ccc([N+](=O)[O-])s1)C(=O)NC1CCCCC1C (stereo unspecified) | -1.9 | 1 | 1 | -3 | -2 | 33 | -1 | -1 | -2 | -7
O=C(CCC(=O)N1CCSc2ccccc21)NCc1cccc(Br)c1 | -3.2 | 0 | -3 | -5 | -6 | 3 | -6 | -9 | -2 | -2
Cn1ncc(C#N)c1NC(=O)C1CC(c2ccc(Cl)cc2)=NO1 (stereo unspecified) | -1.6 | 1 | 3 | 1 | -3 | 4 | 0 | 1 | -1 | -2
C/C(=N\Nc1cc(Cl)nc(C)n1)c1ccc(Cl)c(Cl)c1 | -1.9 | 1 | -1 | -5 | -10 | -7 | 4 | 12 | 3 | 4
CC1C(O)=C(c2nc3ccccc3[nH]2)C(=N)N1c1ccccc1 (stereo unspecified) | -1.2 | -2 | -3 | 6 | -2 | -2 | 4 | 2 | 2 | 7
CC(C)NC(=O)CSc1nc(Cc2ccccc2)nc2ccccc12 | -1.2 | -5 | -3 | -12 | -8 | -2 | 5 | 4 | 0 | -1
COC(=O)c1[nH]c2cc(OC)ccc2c1NC(=O)CN1CCC(C(N)=O)(N2CCCCC2)CC1 | 0.9 | 2 | -3 | 5 | 8 | -3 | -4 | 2 | -1 | -3

Next part; it opens with the five that closed the last part.
SMILES | PG9 binder | rCAG binder | ABHD4 inh | NPR1 activator | GC-B act | HTRA1 inhibitor | NR1D1 modulator | ASAP1 GAP inh | SMARCA2 activ | ARFGAP1 inhibitor
Cn1ncc(C#N)c1NC(=O)C1CC(c2ccc(Cl)cc2)=NO1 (stereo unspecified) | -1.6 | 1 | 3 | 1 | -3 | 4 | 0 | 1 | -1 | -2
C/C(=N\Nc1cc(Cl)nc(C)n1)c1ccc(Cl)c(Cl)c1 | -1.9 | 1 | -1 | -5 | -10 | -7 | 4 | 12 | 3 | 4
CC1C(O)=C(c2nc3ccccc3[nH]2)C(=N)N1c1ccccc1 (stereo unspecified) | -1.2 | -2 | -3 | 6 | -2 | -2 | 4 | 2 | 2 | 7
CC(C)NC(=O)CSc1nc(Cc2ccccc2)nc2ccccc12 | -1.2 | -5 | -3 | -12 | -8 | -2 | 5 | 4 | 0 | -1
COC(=O)c1[nH]c2cc(OC)ccc2c1NC(=O)CN1CCC(C(N)=O)(N2CCCCC2)CC1 | 0.9 | 2 | -3 | 5 | 8 | -3 | -4 | 2 | -1 | -3
Cc1[nH]nc(-c2ccc(OCc3cnn(-c4ccccc4)c3)cc2O)c1Oc1ccc(F)cc1 | -2.6 | 14 | -1 | -6 | -2 | -10 | -3 | 8 | 1 | 16
O=C(Oc1cc(=O)n2ccccc2n1)c1ccccc1 | -2.3 | 2 | 11 | 3 | 6 | -6 | 3 | 11 | 2 | 5
O=C(NNC(=S)Nc1ccccc1Cl)c1ccccc1Cl | 0.2 | 9 | 4 | 1 | 2 | 6 | 3 | -1 | 5 | -2
O=C1OCc2ccc(NC(=O)C3CCCCC3)cc21 | -2.5 | -1 | 3 | 0 | -2 | -6 | -2 | -10 | 3 | -3
C=CCN(c1ccccc1)S(=O)(=O)c1cccc(C(=O)N2CC(C)CC(C)C2)c1 (stereo unspecified) | 3.5 | -9 | 4 | 0 | -1 | -6 | 0 | 1 | -3 | 2
Cc1ccc(CCc2nnc(SCC(=O)Nc3ccccc3Cl)n2-c2ccccc2)o1 | -1.1 | -8 | 3 | -3 | -7 | -21 | 3 | 7 | -3 | 6
CC(C)NC(=O)C1CC=CCC1C(=O)O (stereo unspecified) | 1.2 | -1 | 9 | 3 | 2 | 6 | -5 | 4 | -2 | 7
CCN(CC)S(=O)(=O)c1ccc(N/N=C(\C)c2ccncc2)c([N+](=O)[O-])c1 | -1.1 | 1 | 1 | -1 | 0 | 1 | 12 | -6 | 2 | -1
Cc1ccc(S(=O)(=O)NCC(=O)N(CC(=O)NCC2CCCO2)Cc2ccco2)cc1 (stereo unspecified) | 0.2 | -1 | 2 | -1 | 4 | 1 | 1 | -3 | 0 | 1
NS(=O)(=O)c1cc2c(cc1Cl)NC(c1ccccc1OCC(=O)O)NS2(=O)=O (stereo unspecified) | -1.1 | 1 | 2 | 2 | 2 | 7 | 1 | 1 | -2 | 5
Cc1cccc(N2CCN(C(=O)c3ccc(NS(=O)(=O)c4ccc5[nH]c(=O)[nH]c5c4)cc3)CC2)c1C | 0.1 | 16 | -37 | 2 | 1 | -20 | 0 | 19 | 1 | 21
Cc1cc(N2C(=O)C3CC=CCC3C2=O)no1 (stereo unspecified) | -2.1 | 1 | 2 | -1 | 3 | 2 | 3 | 6 | -3 | -4
COc1ccc(CN(C(=O)c2ccc(-c3ccccc3)[nH]2)C(C(=O)NCC2CCCO2)c2ccc(C)o2)cc1 (stereo unspecified) | 1.1 | 7 | -9 | 1 | -2 | -37 | 4 | 1 | -4 | 13
CC1CCN=C(N)S1 (stereo unspecified) | -1.0 | 0 | 0 | 4 | -1 | 1 | -8 | -1 | -4 | 6
Cc1cc(Cl)cc(Br)c1OCCCNCC(C)O (stereo unspecified) | 0.0 | -1 | 1 | -1 | 0 | -1 | 2 | -7 | -1 | -2
CCOC(=O)Cc1nnc(NC(=O)C(CC)Sc2nc(C)cc(C)n2)s1 (stereo unspecified) | 0.1 | 4 | -4 | -6 | -3 | 7 | 1 | 4 | -1 | 9
Cc1ccc(-c2csc(N/N=C/C=C/c3ccccc3)n2)cc1 | -1.1 | 19 | 2 | -7 | 4 | -6 | -1 | 7 | -2 | 5
CCCOc1ccc(N2C(=O)CC(NCc3ccc(S(N)(=O)=O)cc3)C2=O)cc1 (stereo unspecified) | -1.2 | 1 | -1 | -1 | 4 | 3 | -7 | 6 | -1 | 6
COc1ccccc1N1CCN(/N=C/c2cc([N+](=O)[O-])ccc2Cl)CC1 | -2.1 | -1 | 2 | -8 | -4 | -5 | -6 | 5 | -1 | 4
COc1ccc(-n2nc(C(=O)NCC(=O)N3CCN(Cc4ccc5c(c4)OCO5)CC3)c3ccccc3c2=O)cc1OC | -0.8 | -3 | -1 | -8 | -2 | -1 | 0 | -9 | -4 | 0
O=C(COC(=O)C1=COCCO1)Nc1cc(S(=O)(=O)N2CCCCC2)ccc1Cl | -0.7 | -3 | 3 | -2 | -9 | 1 | 4 | 16 | -1 | -19
O=C(COC(=O)c1ccc(Cl)nc1)NC(=O)c1ccc(OC(F)F)cc1 | -0.4 | -4 | 1 | 2 | -1 | 0 | -6 | 13 | 2 | 9
CC1CCCN(c2ccc3nncn3n2)C1 (stereo unspecified) | 2.0 | 9 | 6 | 7 | -3 | -3 | 3 | 6 | 0 | -4
